# From PubChem
# ABHD5-PLIN5 inh = inhibitors of human ABHD5-perilipin-5 interaction | Split G. princeps luciferase complementation, luminescence, 4 h | AID 602281 | hit rate 0.78% among 360,000 | inhibition, % at 4 µM;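 active means inhibition above the mean inhibition across every tested compound plus 3 SD, cut at about 22% in these data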;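 further: 0% = DMSO only wells and the 100% control is not disclosed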
# MC4R antag cAMP = human MC4R antagonism in cAMP assay. MC4R-expressing cells, MTII-stimulated cAMP, LANCE TR-FRET. hit rate 0.48% among 360,000. AID 540295. inhibition, % at 6.5 µM;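 active means inhibition above its plate's cutoff, the mean of tested wells on that plate plus 3 SD, cut at about 29% in these data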;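 further: 0% = Melanotan II alone and 100% = Melanotan II plus saturating MCL0020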
#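 System – human MC4R-expressing U2OS cells · Also added – Melanotan II · Dosing – one concentration, 6.5 µM nominal · Timing – 30-min compound, 1-h challenge, 1-h detection, room temperature · Measured by – Eu-cAMP/anti-cAMP TR-FRET, emission 671 nm · Replicates – singlicate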
# H9c2 protect = protects H9c2 cardiomyocytes from peroxide injury; H2O2 injury protection, ATPLite, 2 h; protection from H2O2 cell death, % at 20 µM; hit rate 0.63% among 360,000; AID 588492;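 active means compounds giving at least 50% protection of heart cells from peroxide-induced death in the single-dose screen, raw or plate-pattern-corrected value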;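 further: 0% = DMSO wells with peroxide and 100% = DMSO wells without peroxide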
# Glyco luc inh = N-linked glycosylation inhibition. AID 588692. hit rate 0.23% among 360,000. reporter increase, % at 12.5 µM. D54 ERlucT glycosylation luciferase reporter, 24 h; percent of 100 nM tunicamycin response;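 active means mean luciferase reporter signal, scaled so untreated is 0 and the glycosylation-blocking control 100, at or above a set limit in every replicate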;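 further: luciferase carries N-glycosylation sites so blocking glycosylation raises the light; 0% = median of neutral control wells and 100% = median of 100 nM tunicamycin wells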
# MC4R barr agon = agonists of human melanocortin 4 receptor (MC4R) beta-arrestin | AID 540308 | U2OS MC4R beta-arrestin complementation, luminescence; percent of melanotan II response, DMSO zero | activation, % at 8.9 µM | hit rate 0.98% among 360,000;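 active means activation above a per-plate cutoff, the mean activation of sample wells on that plate plus 3 SD, cut at about 8% in these data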
# NOD2 RIPK2 PPI = NOD2-RIPK2 protein interaction inhibition; O43353; CHO BLA complementation NOD2-RIPK2, CCF4 ratio; inhibition, % at 4.98 µM; hit rate 0.38% among 360,000; AID 624267; in the data active means inhibition above about 21%;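 further: 0% = vehicle only and 100% = reference blocker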
# Target sequence (O43353 whole entry, looked up): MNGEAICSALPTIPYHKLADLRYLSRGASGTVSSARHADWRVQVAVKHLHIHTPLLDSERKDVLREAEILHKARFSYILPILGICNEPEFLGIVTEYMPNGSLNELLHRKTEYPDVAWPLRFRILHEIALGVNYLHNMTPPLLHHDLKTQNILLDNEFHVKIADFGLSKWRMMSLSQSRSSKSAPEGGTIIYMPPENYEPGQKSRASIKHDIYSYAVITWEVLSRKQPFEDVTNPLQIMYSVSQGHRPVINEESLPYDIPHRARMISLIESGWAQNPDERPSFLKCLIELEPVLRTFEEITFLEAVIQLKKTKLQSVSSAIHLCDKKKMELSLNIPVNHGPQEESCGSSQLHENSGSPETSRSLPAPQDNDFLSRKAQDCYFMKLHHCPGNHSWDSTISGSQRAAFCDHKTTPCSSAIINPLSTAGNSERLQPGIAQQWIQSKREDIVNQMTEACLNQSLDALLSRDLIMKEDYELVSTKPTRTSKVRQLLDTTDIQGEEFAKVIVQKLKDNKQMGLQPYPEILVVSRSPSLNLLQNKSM
# ABCB6 inh MLPCN = blocks the human ABCB6 transporter | K562-ABCB6 porphyrin accumulation, flow cytometry, 1 h; hits give low values | Q9NP58 | fluorescence ratio to DMSO, % at 10 µM | hit rate 0.19% among 360,000;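 active means fluorescence ratio to DMSO below 75%, the collection mean minus 3 SD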;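 further: signal is porphyrin accumulated inside mitochondria; 100% equals median channel fluorescence of DMSO control wells; lower ratio means ABCB6 inhibition with less porphyrin fluorescence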
# HTR2A ag = agonists of mouse serotonin 5-HT2A receptor (HTR2A). P35363. CHO-K1 mHTR2A beta-arrestin complementation, luminescence; percent of 30 µM serotonin response. activation, % at 7.6 µM. hit rate 0.66% among 360,000. AID 624169;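 active means activation above a run cutoff, the mean activation of all tested compounds plus 3 SD, cut at about 14% in these data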;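 further: 0% = plate median of compound wells and 100% = 30 µM serotonin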
# Target sequence (P35363 whole entry, looked up): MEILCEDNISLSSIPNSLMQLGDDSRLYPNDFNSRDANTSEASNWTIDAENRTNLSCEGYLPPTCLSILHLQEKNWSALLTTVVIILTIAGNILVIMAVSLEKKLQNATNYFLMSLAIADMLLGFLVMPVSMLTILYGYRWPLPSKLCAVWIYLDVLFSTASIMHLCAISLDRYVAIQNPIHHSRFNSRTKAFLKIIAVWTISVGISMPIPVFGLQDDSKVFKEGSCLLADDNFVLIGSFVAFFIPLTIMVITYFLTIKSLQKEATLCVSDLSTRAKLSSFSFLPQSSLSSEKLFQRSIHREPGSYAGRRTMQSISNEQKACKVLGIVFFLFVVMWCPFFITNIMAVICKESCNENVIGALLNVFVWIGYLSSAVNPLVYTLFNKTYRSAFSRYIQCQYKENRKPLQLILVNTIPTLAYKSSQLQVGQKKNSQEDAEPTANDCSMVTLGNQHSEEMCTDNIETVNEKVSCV
# TLR9-MyD88 inh = TLR9-MyD88 interaction inhibition | Q9NR96+Q99836 | CHO BLA complementation TLR9-MyD88, CCF4 FRET ratio | inhibition, % at 4.98 µM | hit rate 0.21% among 340,000 | AID 504734;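 active means inhibition above the mean over all tested compounds plus 3 SD, cut at about 21% in these data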;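 further: 0% = DMSO only wells and 100% = clavulanate BLA inhibitor control wells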
# NCOA2 inhibitor = human SRC2 (NCOA2) inhibition. inhibition, % at 9 µM. HEK293 GAL4-SRC2 luciferase reporter, luminescence. hit rate 0.17% among 370,000. AID 651957;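 active means inhibition above the mean inhibition of all tested compounds plus 3 SD, set per campaign, cut at about 52% in these data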;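 further: 0% = DMSO treated cells and 100% = cells given Gossypol at 36 µM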
# * = called active by the depositor; . = no result given; & = joins results of further samples. The list is partial (hit frequency here may not be typical).
molecule	ABHD5-PLIN5 inh	MC4R antag cAMP	H9c2 protect	Glyco luc inh	MC4R barr agon	NOD2 RIPK2 PPI	ABCB6 inh MLPCN	HTR2A ag	TLR9-MyD88 inh	NCOA2 inhibitor
CCn1c(C(O)c2ccc(C)cc2)nc2ccccc21 (configuration not stated)	-5	-5	-17	-2	-2.2	-7	101	-5	-2	-24
CCOC(=O)NC1(NC(C)C)Oc2ccccc2O1	-1	0	8	1	0.7	8	99	-2	-14	-3
Cc1ccc(/C=N/NC(=O)CNC(=O)c2ccc(C)c([N+](=O)[O-])c2)o1	-3	0	0	2	-0.8	-10	91	6	1	16
CCOc1ccc2[nH]c(=O)c(CN(Cc3ccc(C)cc3)C(=O)N3CCCC3)cc2c1	4	10	14	-5	-0.6	-5	97	-2	-13	-9
Cc1ccc(N2NC(=O)/C(=C/c3ccc(-c4ccc(Cl)c(C(=O)O)c4)o3)C2=O)cc1C	1	-3	5	1	-0.4	-1	104	-1	4	-4
O=C(Nc1nnc(-c2ccccc2)o1)c1ccc(Cl)cc1	2	1	29	6	-1.5	-7	95	6	4	25
CCCCNC(=O)c1nc(C2CCN(S(=O)(=O)c3cccc(C(F)(F)F)c3)CC2)oc1-c1cccc(C(F)(F)F)c1	4	.	2	-6	.	-8	98	0	.	5
CC1(C(=O)Nc2cccc3ncccc23)CCN1C(=O)C1(c2ccccc2)CC1 (configuration not stated)	4	12	-4	-2	-2.1	4	99	3	.	3
CCN(Cc1ccc(N(C)C)cc1)C(C)C(=O)Nc1ccc(S(=O)(=O)N2CCCC2)cc1 (configuration not stated)	-1	-1	-7	0	-0.8	4	99	-4	-8	14
Cc1ccc(NC(=O)CSc2ncc(-c3ccccc3)n2C(=O)c2ccccc2)cc1	-2	-1	5	20	-2.5	-2	98	-1	8	-15
COC(=O)c1ccc(-n2cncn2)c(F)c1	3	2	1	1	-0.9	4	101	-1	4	-11
CCC1CC(CSC(=N)N)OC1=O (configuration not stated)	-3	3	9	6	-1.2	2	98	-6	.	-4
Oc1ccccc1N=N/C(=N/Nc1ccccc1O)c1ccccc1	5	3	13	1	-1.5	0	98	4	3	-38
O=C(CCNC(=O)C1CCN(S(=O)(=O)c2ccccc2)CC1)NCc1ccc(Cl)cc1	3	-2	-4	1	-2.3	-5	104	2	1	20
O=C(Nc1cccc(Cl)c1)N(Cc1nc2ccccc2c(=O)[nH]1)C1CCCC1	4	-1	-8	-2	-0.5	-8	94	3	7	-13
CC(C)c1cc(C(=O)N/N=C/c2cccnc2)cs1	1	0	-16	3	0.8	-17	100	-4	1	-35
CCN1/C(=C/C=C2/SC(=Nc3cccc4ncccc34)N(C)C2=O)Sc2ccccc21	6	2	0	2	1.1	-15	205	0	1	-3
O=C1OCCC1=COCCOC=C1CCOC1=O	5	6	2	1	-0.9	-3	99	-4	-1	-7
Cc1ccc(N(C(=O)c2csnn2)C(C(=O)NC(C)(C)C)c2cccnc2)cc1C (configuration not stated)	-1	-3	2	1	-4.4	-4	101	-1	-5	5
COc1cc(N)c(Cl)cc1C(=O)OCC(=O)N1CCCCCC1	14	3	0	-1	0.1	0	93	14	-4	-9
Cc1nn(C)cc1S(=O)(=O)N1CCN(c2ccc(F)cc2)CC1	1	-10	-8	0	-2.0	-9	92	-5	-3	-33
COc1ccc(N(C(C)=O)S(=O)(=O)c2cccc3cccnc23)cc1	6	-4	10	-1	-1.3	-1	98	3	6	0
COc1ccc(C(=O)C[n+]2ccc3ccccc3c2C)cc1	-8	2	-7	-1	1.1	0	102	-1	-2	-27
Cc1scc(C(=O)NNC(=S)NC(C)c2ccccc2)c1C (configuration not stated)	-7	11	-7	-1	-1.4	-7	96	-4	0	6
CC(=O)Nc1ccc(NC(=O)c2csc([C@@H]3O[C@H](CO)[C@H](O)[C@H](O)[C@H]3O)n2)cc1	-11	-1	-3	1	0.1	0	100	0	.	5
O=c1c2ccccc2nc2c3ccccc3c3nncn3n12	0	10	41	3	1.0	-1	109	5	-8	21
COC(=O)[C@H](C)NC(=O)COc1ccccc1	6	13	2	0	1.4	0	104	2	3	4
Cc1cc(Oc2ccccc2)nc(N2CCOCC2)n1	7	-2	-15	2	-1.6	0	100	-3	-2	2
COc1cc(-n2c(C)nc3cc(C(=O)O)ccc32)cc(OC)c1OC	4	14	1	4	-1.1	1	95	4	-9	12
CC(C)CC(=O)NC(=S)Nc1ccc(N2CCOCC2)c(Cl)c1	-1	14	-12	-1	-1.1	-7	101	1	-10	-27
O=C(Nc1ccc2c(c1)OCO2)O[C@@H]1C[C@H]2CCC(=O)N3CC[C@@H](C1)[C@@H]23	-3	4	4	1	-1.2	10	93	0	-11	22
CCOC(=O)c1c(S(=O)(=O)Nc2ccc(F)cc2Cl)c(C)n(C)c1C	3	6	1	-2	-0.2	-3	97	-2	-1	-27
CC(C)C(N)c1csc(NC(=O)Nc2cccc(C(F)(F)F)c2)n1 (configuration not stated)	-2	0	-14	-2	-1.0	11	96	-7	.	9
C[C@@H]1CCCCO[C@@H](CN(C)C(=O)Nc2ccccc2)[C@@H](C)CN([C@H](C)CO)C(=O)c2cc(N(C)C)ccc2O1	-8	4	-1	3	1.3	0	92	4	3	0
COc1ccc(OCC(=O)OCC(=O)Nc2ccc(S(=O)(=O)N3CCCCC3)cc2)cc1	4	-2	-4	2	-2.9	10	103	-5	9	-7
COc1ccc(OC)c(S(=O)(=O)n2nc(-c3ccccc3)cc2N)c1	5	2	-18	-2	0.2	0	101	1	9	-17
CCN(c1ccccc1)S(=O)(=O)c1cccc(C(=O)N(C)CCOc2ccccc2)c1	-3	9	0	-4	0.9	-8	93	-10	-4	16
CC(C)c1ccc(/C=C/c2ccc(=O)n(C)n2)cc1	-4	3	-20	-9	-1.2	-4	96	1	10	-66
Cc1cccc(-n2c(SCC(N)=O)nc3c(c2=O)C2(CCCC2)Cc2ccccc2-3)c1	8	8	-4	0	-0.6	2	97	0	2	6
O=C(CN1CCN(c2ccccn2)CC1)Nc1cccc(S(=O)(=O)N2CCOCC2)c1	3	16	-2	0	-1.0	-21	97	3	10	-9
O=C(NCc1ccc2c(c1)OCO2)c1c(Cl)cccc1Cl	2	20	0	-1	-1.2	-7	99	-3	-6	-18
Cc1c(S(=O)(=O)Nc2ccc(Oc3ccccc3)cc2)c(=O)n(C)c(=O)n1C	-13	2	-3	-1	-3.5	5	94	-5	-11	-26
CCCCCN(C(=O)CCC(=O)OCC(=O)c1ccc(C(C)(C)C)cc1)c1c(N)n(CCCC)c(=O)[nH]c1=O	4	10	-14	-3	-2.4	5	94	12	-4	-2
O=C(c1cccs1)c1sccc1Cc1ccccc1	-5	6	-10	0	3.9	-6	98	-3	10	16
O=C(CCNC(=O)c1ccc(Br)cc1)Nc1nc2ccccc2[nH]1	-9	13	6	3	-2.5	5	96	1	4	-9
COC(=O)c1cn(Cc2c(C)cc(C)cc2C)nn1	5	-4	9	0	-2.4	-8	100	-1	-20	10
CC(C)(CNS(=O)(=O)c1ccc2c(c1)OCCO2)N1CCOCC1	-6	-2	0	3	-3.0	3	103	7	-10	-2
COC(=O)C1CN(S(=O)(=O)c2cc(OC)ccc2OC)CCS1 (configuration not stated)	-1	16	7	-1	-0.8	2	99	-9	6	-28
CCOc1ccc(-c2c(C#N)c(N)nc3sc(C(=O)c4ccccc4)c(N)c23)cc1	-4	18	-4	-3	-1.0	7	104	4	0	9
COc1ccccc1NC(=O)C(C)OC(=O)C1CC(=O)N(c2ccc3c(c2)OCCO3)C1 (configuration not stated)	1	10	8	0	-2.8	-5	92	9	4	-3
CC(=O)c1cn(CC(=O)NCc2cccnc2)c2ccccc12	-4	6	-5	5	-0.3	-14	99	-1	-6	9
Cc1ccc(C)c(NC(=O)CN(C)C(=O)c2ccc(S(=O)(=O)N3CCCCCC3)cc2)c1	-2	-2	-5	3	-1.6	0	101	2	2	12
O=C(CSc1nc2sc3c(c2c(=O)n1-c1ccccc1)CCCC3)NCc1ccco1	0	12	0	-1	2.0	-2	99	-5	-7	-15
COC(=O)C1=C(C)NC(C)=C([N+](=O)[O-])C1c1ccccc1C(F)(F)F (configuration not stated)	4&5	2&10	20&12	1&0	-0.1&0.5	-11&-5	96&98	-5&-2	-2&4	-16&8
CN(Cc1ccccn1)C(=O)c1ccc2nc(Cc3cccc(Cl)c3)oc2c1	2	16	-5	-2	1.4	-6	94	-2	-5	-13
N#CCCn1c(C(C#N)(CCC#N)CCC#N)nc2ccccc21	-4	3	6	1	-2.3	-4	101	0	-3	-6
CS(=O)(=O)c1ccc2c(c1)sc1nc(=O)c(/C=C3/C=CC(=O)C(O)=C3)c(N)n12	2	7	16	-4	-1.7	4	104	2	7	-12
CCOC(=O)C(C)On1c(-c2cccc(Cl)c2)nc2ccc([N+](=O)[O-])cc21 (configuration not stated)	5	18	-26	3	3.1	-1	98	1	1	-37
CCN(CC)CCNC(=O)CS(=O)Cc1nc(-c2ccc(Cl)cc2)oc1C (configuration not stated)	2	-5	4	-3	-2.1	-10	96	6	-2	-20
COCCN(CC(=O)Nc1ccccc1C(F)(F)F)C(=O)/C=C/c1cc(Cl)c2c(c1)OCCO2	-6	0	1	1	-0.4	-1	87	7	-7	10

# (listing goes on)
molecule	ABHD5-PLIN5 inh	MC4R antag cAMP	H9c2 protect	Glyco luc inh	MC4R barr agon	NOD2 RIPK2 PPI	ABCB6 inh MLPCN	HTR2A ag	TLR9-MyD88 inh	NCOA2 inhibitor
CCCn1cnc2scc(-c3ccc(C)c(C)c3)c2c1=O	1	4	1	-3	-0.8	8	102	3	3	14
O=S(=O)(Nc1ccc2c(c1)OCCO2)c1cccc2nsnc12	3	0	-11	-8	-0.2	-5	96	1	-6	34
O=C(c1ccco1)N1CCN(C(=O)C2CCCN(S(=O)(=O)Cc3ccccc3)C2)CC1 (configuration not stated)	-2	3	7	1	-2.2	-5	83	-2	6	-12
N#CCSc1nnc(Cc2ccc3c(c2)OCO3)o1	1	0	-5	-1	-2.9	-8	103	0	6	18
COCCNC(=O)C1CCC(CNS(=O)(=O)c2ccc(F)cc2)CC1 (configuration not stated)	3	5	0	2	-1.1	-5	99	3	20	-16
COc1cc(C2c3sc(=O)[nH]c3SC3C(=O)N(c4ccc(C)cc4)C(=O)C32)ccc1O (configuration not stated)	-1	-6	7	2	-1.9	3	98	4	-4	6

# Some of these compounds in order of their number in HTR2A ag, ascending:
Structure	ABHD5-PLIN5 inh	MC4R antag cAMP	Glyco luc inh	MC4R barr agon	NOD2 RIPK2 PPI	ABCB6 inh MLPCN	HTR2A ag	TLR9-MyD88 inh	NCOA2 inhibitor
COC(=O)c1ccc(-n2cncn2)c(F)c1	3	2	1	-0.9	4	101	-1	4	-11
CCCn1cnc2scc(-c3ccc(C)c(C)c3)c2c1=O	1	4	-3	-0.8	8	102	3	3	14
Cc1ccc(/C=N/NC(=O)CNC(=O)c2ccc(C)c([N+](=O)[O-])c2)o1	-3	0	2	-0.8	-10	91	6	1	16
